Screening results (PubChem)
JMJD2A Tudor inh = blocks the human JMJD2A Tudor domain; 390,000 tested, 4.4% active; AID 504339; Potency, µM (series often up to 114 µM), inactives show top-dose activity change, negative = inhibition, hits mostly inhibitors; AlphaScreen JMJD2A-Tudor / H3K4me3 peptide binding; further: on the % scale 0 is the no-effect control and ±100 the full control effect; nearly all actives have a fitted effect of over 50% in size
12-LOX inh = inhibitors of human 12S-lipoxygenase ALOX12; 580,000 tested, 1.1% active; Potency, µM (doses to about 108 µM), inactives show at the top dose activity change, negative = inhibition, most hits filed as inhibitors; purified 12hLO, xylenol orange hydroperoxide absorbance; further: on the % scale 0 is the no-effect control and ±100 the full control effect
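Hydroperoxide product was detected by ferrous iron/xylenol orange as the 573 to 405 nm absorbance ratio. Arachidonic acid at 40 uM (final) was turned over for 30 min at room temperature by 150 nM human 12hLO, pH 7.0 Hepes buffer, after 15 min compound preincubation.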
PGK inhibitor = blocks T. brucei phosphoglycerate kinase | 380,000 tested, 0.043% active | Potency, µM (highest dose often 57.5 µM), for the others: top-dose activity change, negative = inhibition, most hits filed as inhibitors | P07378 | PGK/GAPDH coupled, Kinase-Glo luminescence, 60 min; further: on the % scale 0 is the no-effect control and ±100 the full control effect; nearly all actives have a fitted effect of over 60% in size
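Recombinant glycosomal PGK reaction used 1,3-bisphosphoglycerate generated in-well by GAPDH (100nM final) in 100mM TEA pH 7.6, 5mM MgCl2, 0.01% Tween-20. After 60 minutes at room temperature, ATP was read by Kinase-Glo Plus luminescence end-point.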
ERG Ets-DNA blk = blocks human ERG Ets domain binding to DNA; fluorescence polarization, His-ERG Ets domain / labelled DNA; P11308; Potency, µM (doses to about 76.9 µM), inactives show at the top dose FP activity, negative = inhibition, hits mostly inhibitors; 370,000 tested, 0.028% active; active means well fitted inhibition curve with a large enough effect in the polarisation, with a control signal flat; inconclusive means small, poorly fitted or top-dose-only effect, or effect the other way, or a change in a side signal; inactive means no such curve, though single readings can be large or run the other way; the % refers to the polarisation;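 further: polarization taken with two DNA probes labelled with fluorescein and Texas red; % of control where 0% means no effect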
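His-tagged ERG Ets domain (1 uM in the protein solution; 300mM KCl, 50mM Tris-HCl, 1mM EDTA, 1mM DTT, pH 7.5) received compound, then a probe mix of 5 nM fluorescein-DNA and 100nM Texas-615-DNA. Fluorescence polarization was read for both dyes.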
RGS4 inh = blocks human RGS4-accelerated GTP hydrolysis | P49798 | Transcreener GDP fluorescence polarization, RGS4-accelerated GTP hydrolysis | Potency, µM (titrated, usually from 114 µM), for inactives: at the highest dose activity change, negative = inhibition, hits mostly inhibitors | 390,000 tested, 0.039% active; further: on the % scale 0 is the no-effect control and ±100 the full control effect; nearly all actives have a fitted effect of over 75% in size; some results filed as inactive show a strong effect at the top dose
Target sequence (P49798 whole entry, looked up): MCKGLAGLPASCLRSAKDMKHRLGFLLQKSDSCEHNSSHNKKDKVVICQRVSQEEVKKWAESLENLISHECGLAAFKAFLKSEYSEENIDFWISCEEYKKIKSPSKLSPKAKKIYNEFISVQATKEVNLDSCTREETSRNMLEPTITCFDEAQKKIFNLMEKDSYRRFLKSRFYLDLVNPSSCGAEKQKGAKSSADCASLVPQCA
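MLSMR compounds (23 nl, pin-transferred) preincubated 10 min at room temperature with a 500nM (2x) first reagent, then RGS4 at 900nM (2x) plus Transcreener GDP mix added; fluorescence polarization (620/688 nm) read before and after 90 min at 30 °C.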
GLS inh = blocks human kidney-isoform glutaminase activity; O94925; GLS enzymatic activity, qHTS titration; Potency, µM (highest dose often 45.5 µM), without a hit: at the top dose activity change, negative = inhibition, most hits filed as inhibitors; 410,000 tested, 0.21% active; further: on the % scale 0 is the no-effect control and ±100 the full control effect
Target sequence (O94925 whole entry, looked up, canonical isoform): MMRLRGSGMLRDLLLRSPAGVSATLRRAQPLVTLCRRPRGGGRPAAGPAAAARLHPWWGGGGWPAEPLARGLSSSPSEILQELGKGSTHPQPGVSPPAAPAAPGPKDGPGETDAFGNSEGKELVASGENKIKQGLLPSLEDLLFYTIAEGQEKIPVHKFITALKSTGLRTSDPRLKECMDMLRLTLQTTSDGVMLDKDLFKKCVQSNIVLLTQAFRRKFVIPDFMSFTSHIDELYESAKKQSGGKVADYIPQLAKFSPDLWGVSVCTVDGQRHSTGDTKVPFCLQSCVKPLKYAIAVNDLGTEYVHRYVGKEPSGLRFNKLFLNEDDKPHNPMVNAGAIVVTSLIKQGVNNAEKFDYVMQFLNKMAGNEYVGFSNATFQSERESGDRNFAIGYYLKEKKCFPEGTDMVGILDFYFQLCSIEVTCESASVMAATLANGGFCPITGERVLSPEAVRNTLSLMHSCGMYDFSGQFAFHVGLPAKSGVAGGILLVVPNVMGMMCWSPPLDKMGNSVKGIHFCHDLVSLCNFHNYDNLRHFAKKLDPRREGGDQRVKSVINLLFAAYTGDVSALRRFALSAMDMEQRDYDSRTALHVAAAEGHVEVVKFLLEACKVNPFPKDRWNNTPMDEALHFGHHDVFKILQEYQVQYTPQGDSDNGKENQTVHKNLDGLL
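Coupled fluorescence readout: glutamate oxidase/HRP/Amplex Red detect glutamate formed by hKGA from L-glutamine (1 mM solution added). Buffer 45 mM KH2PO4 pH 8.2, 0.02% Tween-20; reads at t0 and 30 min RT.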
Pin1 inh = human Pin1 inhibition. 390,000 tested, 0.009% active. Pin1 FP peptide displacement, HiFluor488, 10 min. AID 504891. Q13526. Potency, µM (highest dose often 115 µM), for the others: top-dose activity, negative = inhibition, usual class: inhibitors; active means well fitted inhibition curve with a large enough effect in the polarisation, with a control signal flat, not every such curve was filed as active; inconclusive means small, poorly fitted or top-dose-only effect, or effect the other way, or a change in a side signal; inactive means no such curve, though single readings can be large or run the other way; the % refers to the polarisation; further: on the % scale 0 is the no-effect control and ±100 the full control effect
rTrxR1 inhibitor = inhibitors of rat thioredoxin reductase 1 | O89049 | recombinant rTrxR1, NADPH fluorescence consumption, selenite substrate | Potency, µM (top dose mostly 114 µM), without a hit: at the top dose activity change, negative = inhibition, usual class: inhibitors | 390,000 tested, 1% active; further: on the % scale 0 is the no-effect control and ±100 the full control effect; nearly all actives have a fitted effect of over 65% in size
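Rat TrxR1 (90 nM in the dispensed reagent) was pre-reduced with 400 uM NADPH for 5 min at room temperature, then incubated with compound for 15 min. After 400 uM selenite was added, NADPH fluorescence (Ex 340/Em 450 nm) was followed for 8 min.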
HP1b binding inh = inhibitors of HP1-beta chromodomain binding to methylated histone tails. P83916. AlphaScreen HP1-beta / biotin-H3K9me3 peptide binding. Potency, µM (doses to about 114 µM), inactives show top-dose activity change, negative = inhibition, usual class: inhibitors. 390,000 tested, 0.56% active; further: nearly all actives have a fitted effect of over 70% in size; inactives centre near 23
Target sequence (P83916 whole entry, looked up): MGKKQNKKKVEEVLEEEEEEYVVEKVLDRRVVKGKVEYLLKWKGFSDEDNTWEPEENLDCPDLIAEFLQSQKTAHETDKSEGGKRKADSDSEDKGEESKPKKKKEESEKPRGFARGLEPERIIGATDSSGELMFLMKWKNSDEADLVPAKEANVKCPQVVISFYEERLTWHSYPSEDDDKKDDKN
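AlphaScreen: HP1-beta (50 nM) preformed 30 min with biotin-H3(1-18)K9me3 peptide (50 nM) in PBS pH 7.4, 0.01% Tween-20. Compound added for 30 min at RT, then streptavidin donor/nickel chelate acceptor beads (10 ug/mL) for 30 min.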
The depositor's hits bear a star; i = inactive; ? = inconclusive; . = no result given; & = joins results of further samples; ! = not confirmed by another sample; [ ] = dose if it differs, or a comment. Unless noted, the call rests on the fitted dose curve; in most records, active means well fitted curve in the direction sought with a large enough effect; inconclusive means small, poorly fitted or top-dose-only effect, or another doubt; inactive means no such curve, though single readings can be large; an effect the other way counts as inactive or inconclusive. Potency means the concentration at half of the fitted maximal effect. Only part of the results is shown; the hit share may differ from the screen's.

Compound | JMJD2A Tudor inh | 12-LOX inh | PGK inhibitor | ERG Ets-DNA blk | RGS4 inh | GLS inh | Pin1 inh | rTrxR1 inhibitor | HP1b binding inh
CC(C)(C)C(=O)Nc1ccc(Sc2ccc([N+](=O)[O-])cc2)cc1 | -19% | -14% | -1% | 9% | -35% | 1% | 8% | -6% | 6%
CS(=O)(=O)NCc1csc(-c2ccccc2)n1 | -10% | 11% | -1% | 4% | 1% | 4% | -7% | -6% | 18%
CCOC(=O)c1c(C)nn(Cc2ccccc2)c1N | 3% | 11% | 6% | 7% | -12% | 14% | -1% | 4% | 85%[activator]
CCCCn1c2ccc(C)cc2c2nnc(SCCN3CCCCC3)nc21 | -22% | -14% | i | 7% | -23% | -4% | 7% | 2% | 39%
CC(C)Cn1c(=O)c2sccc2n2c(CCCC(=O)NCc3ccccc3Cl)nnc12 | 6% | -1% | -6% | 3% | -16% | -8% | -7% | 9% | 35%
CCCCC(=O)Nc1ccc(C(=O)NCCN2CCOCC2)cc1 | 10% | 29% | -6% | -14% | -17% | -1% | 3% | 8% | 47%[activator]
CCOC(=O)C1CCCN(C(=O)/C=C/c2ccccc2[N+](=O)[O-])C1 (stereo not given) | ? | 10% | -6% | 2% | -3% | 3% | 6% | -6% | 38%
CN(C)CCCN1C(=O)c2cc3ccccc3cc2C1=O | 0% | -5% | 6% | 14% | 6% | 1% | -1% | 12% | 10%
CCOc1ccc(CNS(=O)(=O)c2cccs2)cc1OCC | 9% | -9% | -6% | -1% | 22% | -8% | 0% | 18% | 39%
O=c1cc(-c2ccccc2)oc2cccc(O)c12 | -12% | -16% | 1% | -1% | 8.4µM*! | 0% | -2% | 14% | 23%
O=C(Nc1nc(-c2cccs2)c(-c2cccs2)s1)C1CCCC1 | -3% | -29% | -6% | . | -28% | 5% | 15% | -29% | 57%[activator]
CC(=O)c1ccc(S(=O)(=O)Nc2c(C)nn(C)c2C)cc1 | -14% | 7% | 1% | -1% | 5% | 24% | -1% | -10%[57.1 µM] | -2%
CCN(CC)c1ccc(/C=N/N2CC(=O)NC2=S)cc1 | -17% | 3.5µM* | i | 3% | -17% | 16% | ? | -11% | 39%[activator]
Cc1ccc(-c2nc3c4ccccc4n(Cc4cccc(Cl)c4)c(=O)n3n2)cc1 | -19% | -10% | 5% | 3% | 19% | -8% | 1% | 7%[57.1 µM] | -5%
Fc1ccc(-c2cnc[nH]2)cc1 | -2%[11.4 µM] | -14% | 0% | -7% | 15%[11.4 µM] | 1% | 6% | 14%[57.1 µM] | 43%[activator]
O=[N+]([O-])c1ccc(Sc2n[nH]c(-c3ccccc3)n2)nc1 | 56µM* | -27% | -15% | 0% | -12% | 8% | -1% | -6% | 33%[activator]
CCS(=O)(=O)c1ccc2oc(Nc3ccccc3C)nc2c1 | 18% | -2% | -14% | -4% | 14% | 9% | 3% | -11% | 22%
Cc1cc(F)ccc1S(=O)(=O)Nc1ccc(C(=O)N(C)Cc2ccco2)cc1 | -22% | 135%[activator] | -6% | -19% | -1% | 0% | -5% | 19% | 16%
Cc1cccc(-n2c(-c3ccco3)n[nH]c2=S)c1 | 5.6µM* | ? | -7% | -1% | -32% | 13% | -2% | -30% | -35%
Nc1nnc(SCc2ccccc2)n1-c1ccccc1 | -14% | -1% | -6% | -3% | 9% | -8% | -12% | 9% | 30%
O=C(COC(=O)c1n[nH]c2ccccc12)NCc1ccccc1 | -2% | 0% | -2% | 7% | -27% | -18% | 6% | 13% | 54%[activator]
c1ccc(CSCc2nc3ccccc3[nH]2)cc1 | -7% | 6% | -4% | 8% | -13% | 2% | -4% | 9% | 40%[activator]
C=CCOc1ccc(/C=C/C(=O)OCC(=O)N(C)C2CCS(=O)(=O)C2)cc1 (stereo not given) | -14% | -1% | -10% | -3% | 6% | 4% | -1% | 9% | 22%
CCc1ccc(OCCn2cccn2)cc1 | 4% | 1% | -7% | -6% | 0% | 1% | 2% | 10%[57.1 µM] | 34%
Oc1ccc(N=Nc2ccccc2C(F)(F)F)c2cccnc12 | 10µM* | -12% | 3% | 1% | -10% | 9% | -2% | 13%[57.1 µM] | 2%

Compound | JMJD2A Tudor inh | 12-LOX inh | PGK inhibitor | ERG Ets-DNA blk | RGS4 inh | GLS inh | Pin1 inh | rTrxR1 inhibitor | HP1b binding inh
COc1cc(NC(=O)c2cc3c(CO)cnc(C)c3oc2=Nc2cccc(C(N)=O)c2)cc(OC)c1 | 3% | -5% | . | 3% | -9% | -8% | 0% | 10% | 67%[activator]
COC(=O)c1ccc(NC(=O)CNc2ccccc2)cc1 | -10% | 10% | -5% | -2% | 18% | 23% | 1% | 19%[57.1 µM] | 15%
COCCNC(=O)c1cnn2c(C(F)F)cc(-c3ccc(C)cc3)nc12 | 0% | 3% | -3% | -8% | -17% | 0% | -15% | 16% | 40%[activator]
Cc1ccc2nc(-c3ccc(Cl)c(NC(=O)c4ccc5c(c4)OCCO5)c3)oc2c1 | -12% | -9% | -8% | 2% | -2% | -12% | 1% | 14% | 35%
CC[C@@H](C)[C@H](NC(=O)C1CCN(C(=O)[C@@H](NS(=O)(=O)c2ccc(C)cc2)C(C)C)CC1)C(=O)O | -5% | -5% | -4% | -4% | 24% | 2% | -1% | -7% | 8%
CC(C)(O)CCc1c(-c2ccc(O)cc2O)oc2c3c(cc(O)c2c1=O)OC(C)(C)C=C3 | ? | 45µM* | 10% | 5% | 5% | 0% | 24% | 12% | -18%
COCC(=O)N1CCCC(CNS(=O)(=O)c2ccc(OC)cc2)C1 (stereo not given) | -1% | 6% | -1% | 0% | -18% | -5% | -6% | -17%[11.4 µM] | 33%
CCCCN(C(=O)C1CCC(CNS(=O)(=O)c2cccc3nsnc23)CC1)c1ccccc1 (stereo not given) | ? | -21% | i | -2% | -9% | 2% | -3% | 18% | -1%
CCCNC(=O)CCc1c(C)nc2nc(C)nn2c1C | -8% | 3% | i | -3% | -20% | 8% | 0% | 2%[57.1 µM] | 0%
CCOc1ccc(C(=O)NCc2nnnn2-c2ccc(C)c(C)c2)cc1OCC | -6% | ? | 2% | -3% | 7% | -1% | -2% | 3%[57.1 µM] | 28%[57 µM]
CCCN(c1ccc(C(C)C)cc1)S(=O)(=O)c1ccc2c(c1)n(C)c(=O)c(=O)n2C | -17% | -13% | 0% | 2% | -4% | 1% | -1% | ? | 23%
CCOC(=O)c1c(C)[nH]c(C)c1C(=O)COC(=O)c1ccc(OC)cc1 | -18%[57.1 µM] | 2% | 0% | -8% | ? | -10% | 7% | 7%[57.1 µM] | -3%
CCOC(=O)c1nnn(-c2nonc2N)c1CN(C)Cc1ccccc1 | -21% | 3% | -7% | 6% | -16% | -5% | -5% | 17%[57.1 µM] | 76%[activator]
CC1CCC(C(C)C)C(OC(=O)C[n+]2cc(-c3ccc(Cl)cc3)n3c2CCCCC3)C1 (stereo not given) | -10% | -10% | -4% | -11% | -30% | 3% | 3% | 5%[57.1 µM] | 16%
CCOC(=O)C1CCCN(C(=O)c2nn(-c3ccc(C)cc3)c(=O)c3c2c2ccccc2n3C)C1 (stereo not given) | -14% | -17% | . | 0% | 7% | -4% | -4% | 18% | 30%
Nc1cc2c(cc1Cl)-c1ccc(Cl)cc1C2 | -29% | 4% | -5% | 6% | 19% | -5% | -6% | 15%[57.1 µM] | 13%
CC(=O)Nc1ccc(C2=NN(C)C(=NCc3ccccc3)SC2)cc1 | 45µM* | -25% | -15% | 4% | ? | ? | -4% | 24%[57.1 µM] | -11%
CCN(CC)CCNC(=O)c1ccc(Cl)c(S(=O)(=O)Nc2ccc(Cl)cc2)c1 | -6%&-8% | ? | -7%&-7% | -5%&-3% | -12%&-6% | -1%&10% | -1%&-4% | -2%&11% | 29%&18%
O=C(Nc1ccc(N2CCOCC2)c(Cl)c1)c1ccc(Br)o1 | -12% | 0% | -4% | -2% | -18% | 4% | -2% | 0% | 11%
Cn1c(N2CCOCC2)nc2c1c(=O)n(Cc1ccc(Cl)c(Cl)c1)c(=O)n2C | -17% | -2% | -3% | 9% | 0% | -14% | 5% | 14%[57.1 µM] | 3%
CCOc1ccc(OCCCC(=O)ON=C(N)c2ccccc2Cl)cc1 | 23% | 0% | -1% | 0% | 7% | -3% | 0% | -4% | 56%[activator]
Cc1ccc(NC(=O)C(=O)NCC2CCCN2S(=O)(=O)c2cccs2)c(C)c1 (stereo not given) | -13% | 20% | 2% | -1% | -4% | 8% | 2% | -5% | 14%
Cc1ccc(/C=C/C(=O)NCC2COc3ccccc3O2)o1 (stereo not given) | 56µM* | ? | 0% | -3% | ? | 0% | 21% | 16µM* | ?
CN(Cc1ccccc1NS(=O)(=O)c1ccc2ccccc2c1)C1CCCCC1 | -1% | -14% | i | 3% | -22% | 4% | 9% | 31% | 71%[activator]
Cc1cc(N2CCN(C)CC2)nc2ccc(NC(=S)N3CCN(c4ccc(F)cc4)CC3)cc12 | -24%[11.4 µM] | 34%[activator] | 4% | 0% | -22%[11.4 µM] | 13% | 1% | 1% | 14%
O=C(CN(Cc1ccc(F)cc1)C(=O)CCC(=O)Nc1nccs1)NCC1CCCO1 (stereo not given) | -13% | -7% | -2% | -5% | 2% | -12% | -2% | -7% | 7%
CCOCc1cc(CN2CCC(CCC(=O)NC3CC3)CC2)ccc1OC | -15% | 6% | 4% | -2% | 16% | 4% | 1% | 19% | 31%
